S-ASM inh: Inhibitors of Secretory Acid Sphingomyelinase (S-ASM): qHTS; Sphingomyelin phosphodiesterase (Homo sapiens), P17405; placental ASM, HMU-PC fluorogenic substrate, 60 min; Potency, µM (highest dose often 57.5 µM), for the others: at the top dose activity change, negative = inhibition, most hits filed as inhibitors; hit rate 0.006% among 340,000; AID 504937, 2011; further: potency means the concentration at half of the fitted maximal effect
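Fluorogenic HMU-PC substrate (9 uM final) is turned over by placental ASM in 60 min at 37 C after a 10 min compound preincubation. Reaction ended by alkaline stop (pH 10), with fluorescence read at 386/447 nm.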
B2AR arrestin: qHTS assay of beta-arrestin-biased ligands of beta2-adrenergic receptor; beta-arrestin recruitment to beta2AR, cell-based reporter; Potency, µM (top dose mostly 46.1 µM), for inactives: at the top dose activation, most hits filed as activators; hit rate 0.02% among 330,000; AID 492947, 2010;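 further: potency means the concentration at half of the fitted maximal effect; 0% = DMSO controls and full agonism = EC100 isoproterenol or metaproterenol; nearly all actives have a fitted effect of over 65% in size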
GALK inhibitor: qHTS Assay for Inhibitors of Human Galactokinase (GALK) | Potency, µM (top dose mostly 57.5 µM), for inactives: at the highest dose activity change, negative = inhibition, hits mostly inhibitors | Purified GALK, Kinase-Glo residual ATP luminescence | hit rate 0.007% among 270,000 | P51570 | AID 1868, 2009; further: potency means the concentration at half of the fitted maximal effect; on the % scale 0 is the no-effect control and ±100 the full control effect
Target sequence (P51570 whole entry, looked up): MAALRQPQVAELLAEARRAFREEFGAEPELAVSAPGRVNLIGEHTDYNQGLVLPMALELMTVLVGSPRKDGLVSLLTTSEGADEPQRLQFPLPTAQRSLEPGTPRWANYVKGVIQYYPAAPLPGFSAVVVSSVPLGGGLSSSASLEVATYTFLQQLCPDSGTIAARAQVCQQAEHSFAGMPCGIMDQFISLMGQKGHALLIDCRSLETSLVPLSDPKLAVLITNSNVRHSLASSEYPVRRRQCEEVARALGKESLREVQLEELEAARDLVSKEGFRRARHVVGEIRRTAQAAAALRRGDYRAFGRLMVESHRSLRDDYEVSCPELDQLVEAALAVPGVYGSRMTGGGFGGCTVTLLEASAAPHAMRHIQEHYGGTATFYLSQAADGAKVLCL
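Quantitative HTS: GALK 5 nM, ATP 35 uM, galactose 100 uM, 1 h room temperature, then luciferase-based ATP detection.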
Giardia kill: Small Molecules that selectively kill Giardia lamblia: qHTS. Giardia lamblia trophozoite viability. AID 540267, 2011. activity change, % at 7.66 µM, hits read low. hit rate 0.15% among 340,000; in the data active means activity change below about -80%; inconclusive means between about -30% and that limit;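 further: parasites exposed to compound for two days anaerobically before the ATP read; on the % scale 0 is the no-effect control and ±100 the full control effect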
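Each well holds 100 Giardia trophozoites and compound. After two days (48 hrs) at 37 deg C in anaerobic conditions, ATP is quantified by luminescence.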
Integrin act MD: qHTS for Activators of Integrin-Mediated Alleviation for Muscular Dystrophy; alpha7betagal myoblasts, beta-gal FDG fluorescence, 48 h; Potency, µM (highest dose often 38.3 µM), for the others: at the highest dose activation, most hits filed as activators; hit rate 0.064% among 350,000;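 further: potency means the concentration at half of the fitted maximal effect; 100% = response of the positive control SU9516; nearly all actives have a fitted effect of over 60% in size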
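alpha7betagal+/- myoblasts (passage 13, 250/well) treated 48 h at 37C with compounds at 1:260 dilution of DMSO stock. Lysed, then beta-galactosidase activity read as FDG fluorescence (ex 480/em 540) after 30 min, with pre-read for autofluorescence.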
PKM2 act: qHTS Assay for Activators of Human Muscle isoform 2 Pyruvate Kinase; hit rate 0.34% among 260,000; Potency, µM (titrated, usually from 57.5 µM), for the others: at the highest dose activation, hits mostly activators; purified PKM2, Kinase-Glo ATP luminescence, activation; response scale: 0% is enzyme alone, no compound; further: potency means the concentration at half of the fitted maximal effect; on the % scale 0 is the no-effect control and ±100 the full control effect; nearly all actives have a fitted effect of over 55% in size
Target sequence (P14618 whole entry, looked up, canonical isoform): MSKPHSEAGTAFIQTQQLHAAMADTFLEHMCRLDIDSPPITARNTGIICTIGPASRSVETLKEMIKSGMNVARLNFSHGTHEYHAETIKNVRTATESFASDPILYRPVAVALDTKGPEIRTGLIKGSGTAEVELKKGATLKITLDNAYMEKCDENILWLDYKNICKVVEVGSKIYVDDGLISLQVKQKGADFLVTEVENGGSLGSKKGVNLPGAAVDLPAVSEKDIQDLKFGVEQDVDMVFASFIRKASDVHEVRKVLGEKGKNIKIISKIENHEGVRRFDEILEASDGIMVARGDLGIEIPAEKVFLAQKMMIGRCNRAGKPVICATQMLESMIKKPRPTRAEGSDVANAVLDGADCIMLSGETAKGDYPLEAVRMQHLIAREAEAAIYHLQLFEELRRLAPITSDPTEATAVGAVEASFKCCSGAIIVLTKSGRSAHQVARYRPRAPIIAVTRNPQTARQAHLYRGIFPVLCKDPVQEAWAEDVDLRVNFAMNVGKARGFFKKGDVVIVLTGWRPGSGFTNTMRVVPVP
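Kinase-Glo luminescence reports ATP generated from ADP (0.1 mM) and PEP (0.5 mM) by purified hPK-M2 after 1 h at room temperature, pH 7.2 imidazole buffer; intermediate enzyme activity allows detecting inhibitors and activators.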
Chronic BCR inh: qHTS Assay to Find Inhibitors of Chronic Active B-Cell Receptor Signaling; ABC-DLBCL IkBa-CBG/CBR reporter, luminescence ratio, 4 h; Potency, µM (series often up to 46.1 µM), without a hit: at the top dose ratio change, negative = lower green/red ratio, usual class: inhibitors; hit rate 0.05% among 340,000; active means well fitted inhibition curve with a large enough effect in the signal ratio, with a control signal flat, not every such curve was filed as active; inconclusive means small, poorly fitted or top-dose-only effect, or effect the other way, or a change in a side signal; the % refers to the signal ratio;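 further: potency means the concentration at half of the fitted maximal effect; plate controls were basal doxycycline-induced cells for no effect and cells given 10 µM MG132 for full effect; MG132 reads +100%, hits lower the ratio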
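Compounds up to 46 uM were incubated four hours with TMD8 cells whose green CBG68 luciferase is fused to IkappaBalpha; red CBR luminescence normalised the signal, and concentration-effect curves were fitted to fusion, red and ratio data.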
Tb PFK inh: qHTS Assay to Find Inhibitors of T. brucei phosphofructokinase | AID 485367, 2010 | T. brucei PFK, ADP-Glo luminescence | Potency, µM (series often up to 57.5 µM), inactives show at the highest dose activity, negative = inhibition, actives largely listed as inhibitors | hit rate 0.17% among 330,000;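 further: potency means the concentration at half of the fitted maximal effect; 0% = uninhibited 1x PFK enzyme wells and -100% = no-enzyme wells; nearly all actives have a fitted effect of over 60% in size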
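Luminescent ADP detection (ADP-Glo, two-step: ATP depletion then ADP-to-ATP conversion for luciferase) reported PFK activity after 45 min room-temperature reaction of 1.25 nM enzyme with 0.5 mM F6P and 0.1 mM ATP at pH 8.0.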
TSG101-PTAP inh: qHTS Assay for Iinhibitors of HIV-1 Budding by Blocking the Interaction of PTAP/TSG101 | Tumor susceptibility gene 101 protein (Homo sapiens), Q99816 | Fluorescence polarization, FITC-PTAP peptide / Tsg101 binding | Potency, µM (doses to about 115 µM), inactives show at the highest dose activity change, negative = inhibition, hits mostly inhibitors | 340,000 tested, under 10 active | AID 493005, 2010; active means well fitted inhibition curve with a large enough effect in the main read-out, with a control signal flat, not every such curve was filed as active; inconclusive means small, poorly fitted or top-dose-only effect, or effect the other way, or a change in a side signal; inactive means no such curve, though single readings can be large or run the other way; further: potency means the concentration at half of the fitted maximal effect; % of control where 0% means no effect
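Fluorescence polarization binding of Tsg101 binding domain (10 uM final) to FITC-labeled PTAP peptide (50 nM final) in HEPES pH 7.5 buffer with NaCl, Tween 20, EDTA, TCEP. Compounds added before peptide; binding 20 min at RT.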
Menin-MLL TR inh: qHTS Assay for Inhibitors Targeting the Menin-MLL Interaction in MLL Related Leukemias: Competition With Texas Red Labeled MLL-derived Mutant Peptide. O00255. Menin + Texas Red MLL mutant peptide, fluorescence polarization. Potency, µM (titrated, usually from 61.6 µM), without a hit: at the top dose FP activity change, negative = inhibition, most hits filed as inhibitors. hit rate 0.23% among 270,000. AID 1768, 2009; active means well fitted inhibition curve with a large enough effect in the polarisation, with a control signal flat, not every such curve was filed as active; inconclusive means small, poorly fitted or top-dose-only effect, or effect the other way, or a change in a side signal; inactive means no such curve, though single readings can be large or run the other way; the % refers to the polarisation; further: potency means the concentration at half of the fitted maximal effect; % of control where 0% means no effect; many of its hits are not listed in these tables
Coupling enz: qHTS Assay for Inhibitors of Fructose-1,6-bisphosphate Aldolase from Giardia Lamblia: Coupling assay counterscreen | coupling enzyme system counterscreen, AmpLite Red fluorescence | activity change, negative = inhibition, % at 58.2 µM, hits read low | hit rate 0.67% among 290,000; in the data active means activity change below about -30%; further: on the % scale 0 is the no-effect control and ±100 the full control effect
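Coupling enzymes only (glyceraldehyde-3-phosphate) + compound, at 57.5 uM final, 10 min RT; add substrate/coupling/AmpLite Red mix, 20 min RT; fluorescence ex 525/em 598 nm. Actives flag coupling-system interference.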
Active calls of the source: *; ? = inconclusive; / = not tested or not shown; [ ] = another dose, or the depositor's remark. Unless noted, the call rests on the fitted dose curve; in most records, active means well fitted curve in the direction sought with a large enough effect; inconclusive means small, poorly fitted or top-dose-only effect, or another doubt; inactive means no such curve, though single readings can be large; an effect the other way counts as inactive or inconclusive.

SMILES	S-ASM inh	B2AR arrestin	GALK inhibitor	Giardia kill	Integrin act MD	PKM2 act	Chronic BCR inh	Tb PFK inh	TSG101-PTAP inh	Menin-MLL TR inh	Coupling enz
O=C(CCc1nnc(CCCCc2ccccc2)o1)N1CCC(N2CCCC2)CC1	3%	0.0%	-1%	10	-12%	3%	-6%	4%	2%	-17%	-2
COC(=O)/C=C1\SC(=Nc2ccc(OC)cc2)NC1=O	-4%	0.2%	2%	-8	7%	8%	1%	-6%	1%	-9%	5
CSc1nc2cc(Oc3cccc(Cl)c3Cl)c(Cl)cc2[nH]1	-3%	-1.3%	-4%	1	/	-3%	?	-2%	-1%	?	1
CCOC(=O)CN[C@H]1CCC2C3CC=C4C[C@@H](O)CC[C@]4(C)C3CC[C@@]21C (some centres undefined)	2%	-0.5%	/	-5	-24%	/	-9%	2%	-1%	/	/
O=[N+]([O-])c1ccc(Sc2ccc(Cl)c(Cl)c2)nc1	-8%	0.3%	-1%	-7	-62%[inhibitor]	1%	?	-1%	-5%	18%	1
COc1ccc(-c2cc(C3CCN(Cc4ccc([N+](=O)[O-])cc4)CC3)[nH]n2)cc1	-2%	0.2%	-1%	-16	7%	7%	2%	-7%	-6%	1%	0
O=C(OCN1C(=O)c2ccccc2C1=O)c1ccc(Cl)nc1	2%	-0.4%	0%	0	13%	-1%	1%	18%	-3%	15%	2
CCn1nc(C)c(CNC(=O)c2cc(COc3ccc(C)nc3)on2)c1C	2%	-0.3%	2%	-5	-3%	/	-3%	2%	2%	2%	1
COc1ccc(S(=O)(=O)NCCc2nnc3ccc(SCc4cccnc4)nn23)cc1	1%	-0.1%	0%	-7	-30%	2%	?	-4%	-1%	-2%	0
COC(=O)c1c(NC(=O)C2CC=CCC2C(=O)O)sc2c1CCCCC2 (centres undefined)	-1%	-1.0%	-1%	-4	1%	1%	?	0%	-4%	2%	11
COc1ccc(CNc2nc3c(c(=O)n(Cc4ccc(Br)cc4)c(=O)n3C)n2C)cc1	?	-0.9%	-4%	-18	38%	13%	4%	4%	-1%	?	-3
Cc1ccccc1N1C(=O)CC(N2CCC(C(N)=O)CC2)C1=O (centres undefined)	0%	-0.2%	-3%	3	-29%	-6%	-11%	2%	-3%	11%	1
CCN1CCN(CCOc2cccc(Cl)c2Cl)CC1	-3%	-1.6%	4%	3	-47%[inhibitor]	4%	-2%	-20%	-8%	-7%	0
O=C(NCc1ccc(Cl)cc1)c1ccc2nc[nH]c2c1	2%	-0.3%	0%	20	-11%	0%	0%	?	-4%	-1%	4
COc1ccccc1NC(=O)/C(=C/c1cccc([N+](=O)[O-])c1)c1ccccc1	-7%	-0.2%	2%	-11	15%	0%	2%	5%	-1%	7%	-3
O=C1Nc2ccc(S(=O)(=O)N3CCCCCC3)c3cccc1c23	119%[activator]	0.0%	2%	12	0%	1%	-17%	2%	-5%	1%[11.7 µM]	2
COc1ccc(CCNC(=O)c2csc3c2CCCC3)cc1OC	3%	0.0%	1%	4	-22%	0%	-7%	5%	-1%	0%	-1
CCCCCCCN1CCC(=O)N([C@H](CO)Cc2ccccc2)CC1	3%	-0.8%	/	27	4%	0%	?	2%	2%	-28%	1
Cc1ccc(OCCC(=O)OCC(=O)N2c3ccccc3NC(=O)C2(C)C)cc1	-5%	0.1%	/	-8	0%	/	7%	-23%	-7%	/	/
CCOc1ccc(NS(=O)(=O)c2cc3c4c(c2)C(C)C(=O)N4CCC3)cc1 (centres undefined)	-1%	-0.2%	1%	-18	-22%	/	-2%	-3%	-9%	/	/
C#CCN(CC=C)C(=O)c1cccc(OC2CCN(S(C)(=O)=O)CC2)c1	0%	0.0%	0%	-1	-7%	-1%	1%	-4%	0%	-6%	0
Cc1cc(C)n(-c2nc3ccccc3nc2N2CCN(S(=O)(=O)c3ccc(F)c(C)c3)CC2)n1	27%	-0.9%	0%	7	14%	10µM*	11%	4%	-14%	-25%	1
O=C(Cn1nnc2ccccc2c1=O)NC1CCCCC1	3%	-1.0%	3%	8	-12%	/	-1%	3%	0%	/	1
C=CCc1c(C)nc(SC)nc1Nc1ccccc1	-2%	-0.3%	-4%	8	4%	-13%	?	-3%	-2%	4%	-2
Cc1cc(C(=S)N2CCOCC2)c(C)n1-c1ccc(Cl)cc1	-1%	-2.1%	0%	23	-10%	-17%	?	-14%	-1%	1%	0
N#CC(C#N)=C1C=C2C=C(N3CCCCCC3)CCC2CC1 (centres undefined)	-21%	-0.6%	-3%	8	/	-1%	?	-2%	?	?	-2
CCN(CC)CCNC(=O)CNC(=O)c1nn(-c2ccc(OC)cc2OC)c(=O)c2ccccc12	-4%	0.3%	-1%	-6	0%	/	-2%	-17%	2%	4%	-1
CC1CC(C)CN(C(=O)COC(=O)c2ccc3c(c2)OCO3)C1 (centres undefined)	-4%	-0.9%	/	-14	-7%	/	0%	-6%	-3%	/	/
Cn1ncc(Cl)c(Oc2ccc(Cl)cc2)c1=O	-1%	0.0%	/	53[activator]	-38%	3%	3%	-3%	-5%	10%	3
CCn1c(C(C)NC(=O)Cc2ccccc2)nc2ccccc21 (centres undefined)	4%	-0.1%	4%	20	13%	0%	2%	-5%	0%	10%	0
CCS(=O)(=O)c1ccc2oc(Nc3ccccc3Br)nc2c1	-3%	0.1%	0%	-15	10%	-27%	?	-1%	-6%	/	2
COc1ccccc1-c1nnc2sc(COc3ccc(F)cc3)nn12	-1%	-1.0%	0%	1	1%	-5%	?	-5%	1%	6%	7
COCCNC(=O)C(c1cccc(OC)c1)N(C(=O)Cn1nnc2ccccc21)c1cccnc1 (centres undefined)	0%	-1.3%	1%	1	9%	-11%	0%	2%	0%	10%	4
Cc1ccc(N(CC(=O)Nc2ccc(-c3nc4ccc(C)cc4s3)cc2)S(C)(=O)=O)cc1	51%[activator]	0.4%	-1%	0	-15%	0%	10%	0%	-4%	?	6
COCC1OS(=O)(=O)NC(CC(=O)SC(C)(C)C)C1C (centres undefined)	3%	-1.7%	/	-16	0%	1%	-9%	0%	0%	1%	4

Structures listed so far that have a Cl atom, in the order listed:
SMILES	S-ASM inh	B2AR arrestin	GALK inhibitor	Giardia kill	Integrin act MD	PKM2 act	Chronic BCR inh	Tb PFK inh	TSG101-PTAP inh	Menin-MLL TR inh	Coupling enz
CSc1nc2cc(Oc3cccc(Cl)c3Cl)c(Cl)cc2[nH]1	-3%	-1.3%	-4%	1	/	-3%	?	-2%	-1%	?	1
O=[N+]([O-])c1ccc(Sc2ccc(Cl)c(Cl)c2)nc1	-8%	0.3%	-1%	-7	-62%[inhibitor]	1%	?	-1%	-5%	18%	1
O=C(OCN1C(=O)c2ccccc2C1=O)c1ccc(Cl)nc1	2%	-0.4%	0%	0	13%	-1%	1%	18%	-3%	15%	2
CCN1CCN(CCOc2cccc(Cl)c2Cl)CC1	-3%	-1.6%	4%	3	-47%[inhibitor]	4%	-2%	-20%	-8%	-7%	0
O=C(NCc1ccc(Cl)cc1)c1ccc2nc[nH]c2c1	2%	-0.3%	0%	20	-11%	0%	0%	?	-4%	-1%	4
Cc1cc(C(=S)N2CCOCC2)c(C)n1-c1ccc(Cl)cc1	-1%	-2.1%	0%	23	-10%	-17%	?	-14%	-1%	1%	0
Cn1ncc(Cl)c(Oc2ccc(Cl)cc2)c1=O	-1%	0.0%	/	53[activator]	-38%	3%	3%	-3%	-5%	10%	3

From PubChem

This is a subset, so the mix of outcomes need not match the whole.
